Screening data as filed in PubChem BioAssay.
CAL PDZ FP-1 – untagged CAL PDZ binding inhibitors, primary screen, biochemical, fluorescence polarization, HTS. Golgi-associated PDZ and coiled-coil motif-containing protein (Homo sapiens), Q9HD26. purified CAL PDZ, TMR-peptide fluorescence polarization, 1 h. inhibition, % at 24.9 µM. actives 0.92% (n = 300,000). AID 602252, 2012;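 active = mean inhibition of at least 30% with at least half of replicates also reaching 30%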;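 also: 0% = DMSO neutral control and 100% = excess unlabeled competitor peptide PRC23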
Keap1 Nrf2 FP – Keap1-Nrf2 protein-protein interaction inhibitors, primary screen, biochemical, fluorescence polarization, single point | Keap1 Kelch-Nrf2 peptide fluorescence polarization, 1536-well | Kelch-like ECH-associated protein 1 (Homo sapiens), Q14145 | inhibition, % at 9.4 µM | actives 0.15% (n = 340,000); in the data active = inhibition above about 12%;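 also: human Keap1 Kelch domain with fluorescein labeled Nrf2 9mer peptide probe; 0% = neutral control wells and 100% = peptide positive control; higher means more block of Keap1 binding to Nrf2 peptide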
Target sequence (Q14145 whole entry, looked up, the tested form may be a part): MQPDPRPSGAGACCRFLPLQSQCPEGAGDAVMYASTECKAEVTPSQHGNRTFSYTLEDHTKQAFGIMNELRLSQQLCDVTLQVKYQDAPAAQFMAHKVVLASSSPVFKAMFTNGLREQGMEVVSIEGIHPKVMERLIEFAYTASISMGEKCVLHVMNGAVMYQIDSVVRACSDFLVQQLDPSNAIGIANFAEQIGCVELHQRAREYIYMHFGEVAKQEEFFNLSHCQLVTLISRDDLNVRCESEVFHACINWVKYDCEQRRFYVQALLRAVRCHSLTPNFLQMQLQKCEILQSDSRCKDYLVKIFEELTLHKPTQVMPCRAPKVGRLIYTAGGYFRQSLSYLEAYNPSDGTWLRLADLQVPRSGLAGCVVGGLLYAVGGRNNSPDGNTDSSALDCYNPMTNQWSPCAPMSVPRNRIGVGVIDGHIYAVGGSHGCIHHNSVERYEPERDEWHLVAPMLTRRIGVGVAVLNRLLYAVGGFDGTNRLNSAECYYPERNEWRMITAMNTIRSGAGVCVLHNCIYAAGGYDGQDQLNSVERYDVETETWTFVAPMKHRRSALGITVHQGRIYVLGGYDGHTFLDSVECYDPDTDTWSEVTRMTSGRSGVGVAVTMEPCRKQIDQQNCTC
DSG3 Ab inh – inhibitors of pemphigus antibody binding to DSG3, primary screen, biochemical, bead-based, flow cytometry, scFv-GFP. binding (percent of control), % at 10 µM. AID 588358, 2011. Desmoglein-3 (Homo sapiens), P32926. actives 0.48% (n = 310,000). DSG3-coupled beads, scFv-anti-DSG3-GFP binding; hits give low values;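 active = binding more than 3 SD below its plate's average and above zero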;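 also: hits lower antibody fragment binding to DSG3; some compounds called inactive have numbers as strong as hits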
V-ATPase pHluor – regulators of yeast V-ATPase proton pumping, primary screen, pHLuorin cytosolic pH fluorescence; S. cerevisiae; response, % at 10 µM; actives 0.37% (n = 350,000); in the data active = response mostly above about 7.3%, no sharp cut-off; inactive = mostly below about 5.4%; also: actives read high; inactives centre near 0; some compounds called inactive have numbers as strong as hits; reference of the scale not given here
DAGLB inhibitor – DAGLB lipase inhibitors, primary screen, biochemical, fluorescence, HTS; Diacylglycerol lipase-beta (Homo sapiens), Q8NCG7; HEK293T DAGLB membrane lysate, EnzChek fluorogenic substrate; inhibition, % at 5.17 µM; actives 0.059% (n = 340,000); AID 504411, 2011; in the data active = inhibition above about 34%;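 also: 0% = enzyme with vehicle and 100% = wells lacking enzyme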
CAL PDZ FP-2 – CAL PDZ peptide-binding inhibitors, primary screen, biochemical, fluorescence polarization, Cer-tagged CAL PDZ, HTS; AID 504414, 2011; inhibition, % at 20 µM; purified CAL PDZ, TMR-peptide fluorescence polarization, 1 h; actives 0.02% (n = 330,000); Golgi-associated PDZ and coiled-coil motif-containing protein (Homo sapiens), Q9HD26;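 active = highest replicate inhibition of at least 40%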;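 also: plate controls were DMSO neutral control wells for no effect and unlabeled competitor peptide control wells for full effect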
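System: purified tagged CAL PDZ domain construct (CerCALP). Schedule: 1 h incubation at room temperature before polarization reading. Medium: 25 mM sodium phosphate pH 7.4, 150 mM NaCl, TCEP, IgG, Thesit. Read-out: percent inhibition from loss of millipolarization. Measured by: FP readout, S and P plane fluorescence. Probe or stimulus: fluorescent TMR peptide probe.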
NSD2 inh – NSD2 histone methyltransferase inhibitors, primary screen, biochemical, AlphaScreen, single concentration, set 2; Histone-lysine N-methyltransferase NSD2 (Homo sapiens), O96028; NSD2 peptide methylation, 120 min; inhibition, % at 12.5 µM; actives 0.54% (n = 310,000); in the data active = inhibition above about 50%
C-LANA FP – inhibitors of KSHV C-LANA binding to DNA, primary screen, biochemical, fluorescence polarization, FAM-LBS DNA, MBP-C-LANA, single point | inhibition, % at 9 µM | Kaposi's sarcoma herpesvirus LANA C-terminal domain (residues 932-1162) DNA binding | actives 0.078% (n = 340,000);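 active = highest replicate inhibition at or above 60% at 9 µM, even if other replicates fall short; inactive = all replicates below 60% inhibition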;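 also: 0% = neutral control wells and 100% = 4 µM acridine orange control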
Cardiac RTF inh – cardiac RTF calcium sensitivity inhibitors, primary screen, biochemical, IANBD-TnC fluorescence, EC70 calcium; Troponin I, cardiac muscle (Homo sapiens) + Troponin T, cardiac muscle (Homo sapiens) + …; IANBD-labeled cardiac RTF, Ca2+ fluorescence; inhibition, % at 7.15 µM; actives 0.12% (n = 340,000);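 active = inhibition above the mean inhibition of all tested compounds plus 3 SD, cut at about 17% in these data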;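 also: assay run at fixed EC70 calcium of 1.6 mM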
Arr AP2 block – inhibitors of beta-arrestin/AP2 binding, primary screen, biochemical, GPCR trafficking, flow cytometry; actives 0.31% (n = 340,000); FITC-arrestin peptide / GST-AP2 beads; AP2 beta2 appendage carries R879A mutation; beta-arrestin 1 C-terminal peptide binding to AP2 beta2-adaptin appendage (human); inhibition, % at 10 µM;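 active = inhibition above a set limit, near 3 SD of compounds lacking own fluorescence, cut at about 54% in these data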;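 also: plate controls were DMSO wells for no effect and 5 µM unlabelled arrestin peptide for full effect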
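system = GST-tagged AP2 beta2-adaptin appendage (R879A) on 4 µm glutathione beads | reagent = FITC-labelled arrestin peptide probe, 50 nM final | schedule = compound with beads 12 min RT, then probe 1 h RT | signal = HyperCyt-sampled flow cytometry, FL1 channel, ex 488/em 535 nm | read-out = percent response from loss of bead-bound FITC fluorescence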
* hit, by the source's call; . = no result given. The list is partial; the hit share may differ from the screen's.

canonical_smiles,CAL PDZ FP-1,Keap1 Nrf2 FP,DSG3 Ab inh,V-ATPase pHluor,DAGLB inhibitor,CAL PDZ FP-2,NSD2 inh,C-LANA FP,Cardiac RTF inh,Arr AP2 block
CCc1ccc(N2CN(Cc3ccco3)CNC2=S)cc1,.,-5.6,110.6,7.0,-2.1,-1.6,27.1,7.9,1.8,2.2
Cn1c2ccccc2c2cc(/C=C(\NC(=O)c3ccccc3)C(=O)O)ccc21,1.8,4.1,92.5,0.2,6.0,-0.9,.,0.4,-2.1,6.2
COc1ccc(C(=O)Nc2nnc(S(=O)(=O)N3CCC(C)CC3)s2)cc1OC,-2.8,0.1,111.1,1.2,2.8,-2.7,9.0,-0.9,0.2,-6.7
Cc1ccccc1-c1ccc(C(=O)NCc2ccccc2)o1,-0.6,-1.1,100.5,-2.5,-11.7,-0.3,.,-0.6,-4.5,22.0
COc1cccc(NC(=O)C(C)N2C(=O)c3ccccc3S2(=O)=O)c1 (configuration not stated),-3.0,-1.0,107.0,-3.0,0.3,-2.9,-0.9,-0.3,-44.8,12.6
COc1ccccc1CN1CCNC(=O)C1CC(=O)N(C)Cc1cnccn1 (configuration not stated),-3.6,0.3,.,-0.6,0.8,0.8,-0.6,-0.5,-26.2,3.7
COCc1cc(C)nc(OCC(=O)N/N=C/c2ccc(-c3cc([N+](=O)[O-])ccc3Cl)o2)c1C#N,0.0,-5.6,93.5,2.1,1.5,-0.3,-0.5,-1.2,-2.4,17.9
O=c1c2sc(-c3ccccc3)cc2nc2n1CCCCC2,.,-4.3,107.1,2.7,-4.0,-1.9,-6.9,-1.2,-1.2,-16.2
CNc1oc(-c2cccs2)nc1C#N,1.8,-0.5,109.4,-6.6,-1.6,0.1,1.7,-1.8,-7.7,-3.1
Cc1ccc(NC(=O)CN2CCC(NC(=O)Cc3ccccc3)CC2)c(C)c1,-1.0,-6.4,105.4,-2.3,-0.3,-0.4,25.4,1.3,-28.8,1.1
CCOCCCNC(=O)C(c1ccc(C)cc1)N(Cc1cccs1)C(=O)CNC(C)=O (configuration not stated),-0.1,-2.9,106.3,2.2,-2.1,0.0,-1.6,2.2,-6.1,2.6
O=C(NC1CCCC1)c1cc(-c2ccc(Cl)cc2)on1,0.3,-1.1,98.5,-6.9,-3.2,-1.6,-4.3,-0.1,4.6,7.7
Cc1ccccc1-n1ncc2c([N+](=O)[O-])cc([N+](=O)[O-])cc21,-2.8,-1.2,109.4,0.3,-4.5,0.8,0.2,-0.4,1.4,-4.0
COCCn1nnnc1SCC(=O)Nc1ccc2c(c1)OCO2,.,0.6,96.3,1.0,-4.0,-1.9,-6.7,-2.3,-10.8,-5.0
O=C(Nc1ccc(Br)cc1Cl)c1cnccn1,0.1,-2.6,87.6,2.2,-1.7,0.9,2.6,2.5,-0.5,14.8
CCCN(CC(=O)Nc1ccc(C(N)=O)cc1)CC(=O)Nc1ccccc1C,.,-9.6,101.8,4.5,1.9,-1.2,-4.2,2.0,-10.6,-8.7
Cc1ccc(NC(=S)Nc2ccc(F)cc2)cc1,-2.3,-3.5,104.7,1.5,-3.7,-0.3,0.9,-3.3,-4.5,2.9
COc1cc(C2CC(=O)N(CC(=O)NCC3CCCO3)c3ccccc3S2)cc(OC)c1OC (configuration not stated),-0.1,3.6,95.7,-1.6,-1.6,-2.3,-0.2,0.6,-1.8,10.8
Cc1nc2sc(C(c3ccco3)N3CCC4(CC3)OCCO4)c(O)n2n1 (configuration not stated),-1.1,-3.4,87.3,2.1,0.8,-3.4,.,1.2,-17.1,6.8
O=C(NC1CCCc2ccccc21)c1cccc(F)c1 (configuration not stated),2.0,-1.8,142.1,0.3,0.1,-1.3,-0.6,-2.3,-0.7,-13.7
FC(F)(F)c1nc2ccccc2n2c(-c3c(Cl)cccc3Cl)nnc12,-5.4,-5.8,.,-3.9,-2.0,-3.3,1.0,-3.7,-6.4,10.7
O=C(CN(Cc1ccccc1)C1=NCCS1)c1ccc(Cl)cc1,-3.5,-5.7,100.8,-2.6,-4.1,-3.3,-6.3,-0.7,4.8,15.2
Cc1cc(C(=O)Nc2ccccc2N2CCCCC2)no1,-1.3,-4.4,124.8,-1.8,-7.3,-2.3,-2.8,0.3,0.5,7.2
Cc1ccc(S(=O)(=O)N(CC(=O)Nc2cc(C)ccc2C)C(=O)N2CCN(C)CC2)cc1,.,-1.6,102.3,2.5,2.3,-0.5,-3.1,-1.2,-5.7,-8.3
NS(=O)(=O)c1ccc(CCNC(=O)Nc2ccc(Cl)c(Cl)c2)cc1,.,4.0,108.7,-2.5,-1.4,-3.3,-4.5,-0.3,-2.7,5.0
CCc1ccc(-c2cc(C)no2)cc1S(=O)(=O)N1CCN(c2ccccc2OC)CC1,-8.3,-3.7,106.5,-1.0,-3.0,-1.2,-2.1,-1.1,6.5,-7.8
CC(C)Cc1ccc(/C=C/C(=O)NC2CC2)cc1,-2.6,3.9,94.8,-4.3,-3.5,-0.6,-2.2,-0.1,-14.6,0.1
O=C(c1nc[nH]c1C(=O)N1CCc2ccccc2C1)N1CCc2ccccc2C1,1.4,-1.6,105.4,-6.0,-1.1,-0.5,.,-1.1,-0.1,26.3
Cn1nc(C(=O)N2CCOCC2)c([N+](=O)[O-])c1C(=O)N1CCOCC1,3.6,-0.7,100.2,-2.0,0.6,0.1,-3.6,0.1,0.8,-1.5
Cc1ccc(OCC(=O)Nc2ccc3c(c2)nc(CCN2CCOCC2)n3C)cc1,-5.4,3.4,.,0.3,-2.2,-1.1,3.3,-0.1,1.4,-7.1
COc1ccc(C(=O)NCc2nnc(SCC(=O)N3CCCC3)o2)cc1,-4.0,-0.8,100.2,0.4,-1.9,-2.2,6.6,0.0,-7.4,2.4
CCOc1ccc(NC2=NCCC(=O)N2Cc2cccs2)cc1,-1.0,0.8,110.4,0.1,-0.3,.,0.5,0.8,2.5,-1.3
CC(Oc1cccc(Cl)c1)C(=O)NCCCCc1ccccc1 (configuration not stated),-0.1,-7.6,.,-0.5,-5.9,-3.3,-5.7,-0.3,-17.1,-1.6
Cc1nnc(SCc2cccc([N+](=O)[O-])c2)s1,-4.1,4.8,95.5,0.2,-1.3,0.1,0.4,2.1,-10.4,10.8
O=C(O)c1[nH]c2ccccc2c1C(c1cc(Cl)cc([N+](=O)[O-])c1O)c1c(C(=O)O)[nH]c2ccccc12,.,-1.1,107.7,-2.7,37.1*,-0.1,55.5*,9.9,21.6*,2.4
Cc1noc(C)c1COc1ccc(C(=O)N2CCN(c3ccccn3)CC2)cc1,.,4.7,97.5,1.7,-2.0,0.3,-0.4,-0.2,9.4,16.9
COc1ccc(CNC(=O)C[C@H]2C[C@H](C(=O)N3CCOCC3)[C@@]3(C)c4[nH]c5cc(CCC(=O)N(C)C)ccc5c4CCN3C2=O)cc1OC,-5.0,5.7,98.2,-2.5,0.8,0.2,.,3.9,-3.8,4.2
COc1cccc(-c2cc(C(=O)N3CCCCC3C)no2)c1 (configuration not stated),-1.2,3.2,99.9,1.1,0.3,.,-9.7,-0.9,-9.6,4.3
COc1cc(Cl)ccc1NC(=O)COc1ccccc1C(=O)N1CCN(c2ccc(O)cc2)CC1,-4.1,-4.4,97.1,1.4,-1.4,-0.8,1.7,-0.3,1.1,8.2
CCN1CCN(C(=O)c2cc3c(OC)c(OC)c(OC)cc3[nH]2)CC1,-1.4,-6.2,102.7,-2.4,4.6,0.0,9.6,1.6,-2.1,-3.5
CCOC(=O)C1=C(O)C(=O)N(Cc2cccnc2)C1c1ccc(OC)cc1 (configuration not stated),0.0,-2.0,.,0.3,.,0.5,-5.0,0.2,.,-12.6
CCOc1ccc(C(=O)Nc2sc3c(c2C(=O)OC)CC(C)(C)NC3(C)C)cc1,.,1.3,108.0,1.2,3.2,-0.7,.,-0.2,-7.4,1.2
O=C(CSc1nnnn1C1CCCCC1)NNC(=O)c1ccco1,-3.1,-5.5,101.4,-1.7,0.7,-2.0,-5.0,-0.1,-3.3,-7.8
COc1ccc(N2CCN(c3nc4ccccc4n3CC(=O)c3ccccc3)CC2)cc1,0.0,2.4,.,0.9,0.7,0.0,6.4,1.8,-0.1,-4.6
Cn1cccc1/C=C1\SC(=S)N(NC(=O)c2ccc(Cl)cc2)C1=O,64.1*,-11.3,100.6,-0.3,1.2,-0.7,5.2,0.4,-24.8,3.4
COc1ccc(CNC(=O)C2CCN(C(=O)c3sccc3-n3cccc3)CC2)cc1,-2.4,-2.3,.,7.5,-0.2,-1.6,3.2,1.6,-3.9,6.6
CNC(=O)OCc1nc(SSC(C)(C)C)n(C)c1COC(=O)NC,1.0,-6.3,88.4,-3.3,-3.4,-0.6,-0.9,1.7,-7.0,3.5
Cc1ccc(SCc2cc(=O)n(C)[nH]2)cc1,-2.5,2.4,93.1,3.4,13.4,-3.9,1.4,0.1,0.2,-0.5
O=C(NCc1ccccc1Cl)c1ccccc1CCc1ccccc1,-5.0,0.0,90.1,-1.8,-8.9,-1.2,-4.7,0.8,-0.9,-1.8
COc1cccc(NC(=O)CN2CCN(C(=O)c3ccco3)CC2)c1,-0.6,-7.0,119.7,3.7,0.4,-2.7,-1.8,-1.9,-11.4,-9.1
CC(C)OC(=O)CSc1nc(-c2ccc(F)cc2)cc(C(F)(F)F)n1,-1.9,7.3,102.4,-2.7,-34.4,-2.3,2.3,-1.0,-5.5,14.1
Cn1c2ccccc2c(=O)c2c(=O)n(Cc3ccco3)c(COc3ccccc3)nc21,5.9,-21.3,.,0.9,1.0,-2.7,4.0,-1.6,3.1,8.9
